# TGFb inhibitor: blocks TGF-b signaling; HepG2 CAGA-GFP TGF-b/SMAD3 reporter, GFP fluorescence, 18 h; TGF-beta stimulated, 500 pg/mL final; Potency, µM (series often up to 46.1 µM), without a hit: top-dose activity, negative = inhibition, actives largely listed as inhibitors; 1.2% of 410,000 active; AID 588855; also: potency is read from the fitted curve at half-maximal effect; % is scaled to controls: 0 for no effect and ±100 for the full control effect; nearly all actives have a fitted effect of over 65% in size
#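 Inhibition of TGF-beta-driven CAGA-GFP reporter expression in HEPG2 cells is measured by cellular GFP fluorescence after 18 h stimulation with 500 pg/mL recombinant TGF-beta in 1% FBS medium at 37 degrees C.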
# A549 tox: A549 cytotoxicity, counter-screen for Nrf2 inhibitors; 0.16% of 390,000 active; Potency, µM (titrated, usually from 46 µM), for inactives: at the top dose activity change, negative = cytotoxicity, usual class: inhibitors; A549 ARE-Fluc cells, CellTiter-Fluor viability, 18-24 h; also: potency is read from the fitted curve at half-maximal effect; % is scaled to controls: 0 for no effect and ±100 for the full control effect
#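 A549 ARE_Fluc cells in 5% FBS OPTI-MEM were exposed to compounds in concentration-response for 18-24 h at 37 deg C. Viability was read by CellTiter-Fluor fluorescence (Ex 405/Em 525) after 30 min, before the luciferase read.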
# pAkt inh: inhibitors of Akt phosphorylation; 0.32% of 360,000 active; activity change, % for hits at 50 µM; AID 651550; Neuro2A IGF-stimulated pAkt S473 HTRF, 20 min; stronger effect = lower value; in the data active = activity change below about -80%; inconclusive = mostly about -51% to -80%; also: % is scaled to controls: 0 for no effect and ±100 for the full control effect
#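 Neuro2A cells in DMEM with 0.5% FBS, overnight at 37 deg C, given compound at single 50 µM final, then IGF (6 nM final) for 20 min at 37 deg C. Lysed; phospho-Akt Ser473 by HTRF after 24 h, 665/615 ratio.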
# MmCpn inh: blocks the Methanococcus maripaludis chaperonin Mm-Cpn; purified Mm-Cpn ATPase, ADP Transcreener TR-FRET; Potency, µM (highest dose often 76.9 µM), for the others: at the top dose activity, negative = inhibition, actives largely listed as inhibitors; 0.031% of 330,000 active; also: potency is read from the fitted curve at half-maximal effect; % is scaled to controls: 0 for no effect and ±100 for the full control effect; nearly all actives have a fitted effect of over 80% in size
#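 Purified archaeal chaperonin (25 nM final) was preincubated with compound for 10 min at 37°C, then ATP (10 uM final) was added for 30 min at 37°C in Tris pH 7.4/KCl/MgCl2/DTT buffer. ADP was quantified by HTRF Transcreener TR-FRET.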
# HepG2 tox: HepG2 cytotoxicity, counter-screen for TGF-b inhibitors | HepG2 CAGA-GFP viability, ATP luminescence, 18 h | 0.76% of 410,000 active | Potency, µM (highest dose often 46.1 µM), for the others: at the highest dose activity change, negative = cytotoxicity, usual class: cytotoxic; also: potency is read from the fitted curve at half-maximal effect; some results filed as inactive show a strong effect at the top dose
#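 CellTiter-Glo luminescence gave cytotoxicity after 18 hours at 37 degrees C. The cells were HepG2 CAGA-GFP in 1% FBS DMEM, stimulated with 500 pg/mL TGF-beta after compound addition. %Activity was normalised to no-cell wells (complete cell-killing) and DMSO (no toxicity), and curves were fitted and classified.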
# CCT chaperon mod: changes cytosolic chaperonin activity. 0.3% of 360,000 active. purified chaperonin ATPase assay, HTRF ADP detection, 30 min. activity change, % (concentration not given with the values), hits read low; in the data active = activity change below about -30%; also: % is scaled to controls: 0 for no effect and ±100 for the full control effect
#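 We incubate TRiC, 40 or 20 nM final, with library compounds at 76 uM and 10 uM ATP for 30 min at 37 °C. ADP formed is detected with Transcreener HTRF reagents after 30 min at room temperature.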
# Nrf2 activator: activates Nrf2 signaling. AREc32 ARE-luciferase reporter (MCF7-derived line), luminescence, 24 h. Potency, µM (highest dose often 46.1 µM), without a hit: top-dose activation, hits mostly activators. 0.31% of 410,000 active. AID 624171; also: potency is read from the fitted curve at half-maximal effect; % of control where 0% means no effect; nearly all actives have a fitted effect of over 65% in size
#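 Reporter line AREc32 (ARE-Fluc), seeded overnight in OPTI-MEM with 5% FBS; compound pin-transferred, 24 hr at 37 deg C, 5% CO2; luminescent read-out.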
# Nrf2 block: blocks Nrf2 signaling | 2.1% of 360,000 active | Potency, µM (highest dose often 46 µM), for the others: top-dose activity change, negative = inhibition, actives largely listed as inhibitors | A549 ARE-Fluc reporter, luciferase luminescence, 18-24 h | AID 504444; also: potency is read from the fitted curve at half-maximal effect; % is scaled to controls: 0 for no effect and ±100 for the full control effect; nearly all actives have a fitted effect of over 60% in size
#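 Reporter: ARE-Fluc in A549. Exposure: 18-24 h, 37 °C, 5% CO2, 5% FBS OPTI-MEM. Readouts: fluorescent cytotoxicity (CellTiter-Fluor), then luminescent Nrf2 signal after BugLite.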
# Abeta rescue: restores growth of yeast expressing A-beta42 peptide. Potency, µM (doses to about 46.1 µM), for inactives: at the top dose growth rescue, most hits filed as activators. yeast expressing A-beta42, growth rescue, OD600, 48 h; response scale: 0% DMSO, 100% iron-clioquinol control. AID 1347071. 0.063% of 410,000 active; also: potency is read from the fitted curve at half-maximal effect; nearly all actives have a fitted effect of over 55% in size
#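 Yeast A-beta toxicity model in growth medium with pinned compounds, 48 h at 30 C; growth read as absorbance at 600 nm. Normalized to FeCl3/clioquinol equimolar mix (positive) and DMSO (negative).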
# The depositor's hits bear a star; i = inactive; ? = inconclusive; · = not tested or not shown; & = joins results of further samples; [ ] = dose if it differs, or a comment. Unless noted, calls follow the shape of the dose curve; as a rule, active = well fitted curve in the direction sought with a large enough effect; inconclusive = small, poorly fitted or top-dose-only effect, or another doubt; inactive = no such curve, though single readings can be large; an effect the other way counts as inactive or inconclusive.
SMILES,TGFb inhibitor,A549 tox,pAkt inh,MmCpn inh,HepG2 tox,CCT chaperon mod,Nrf2 activator,Nrf2 block,Abeta rescue
COc1ccc(N(CC(=O)NCCSCc2cccc(Cl)c2)S(C)(=O)=O)cc1Cl,?,-1%,i,-1%,-13%,-4.4,3.1%,-7%,15%
CC(C)NC(=O)N1CCC(c2nc3ccccc3s2)CC1,6%,-5%,i,1%,-13%,2.2,-0.1%,-12%,7%
COc1cc(NC(=O)COC(=O)/C=C/c2c(C)nn(-c3ccc(F)cc3)c2Cl)cc(OC)c1,13%,-2%,i,1%,8%,0.0,-0.8%,-1%,5%
O=C(NCC1CCCCC1)c1cc(S(=O)(=O)N2CCCCC2)ccc1Cl,-23%,0%,i,-3%,-10%,-2.6,-0.3%,?,14%
O=C(NCCC1CCCCN1S(=O)(=O)c1cccs1)C(=O)Nc1ccccc1F (stereo not given),9%,-4%,i,-4%,-9%,-1.0,4.8%,-18%,0%
C=CCn1cccc(C(=O)Nc2ccc(OC)c(OC)c2)c1=O,1%,3%,i,-2%,1%,-5.6,2.8%,5%,-2%
Cc1c(CC(=O)NCCCC(=O)O)c(=O)oc2cc3occ(-c4ccccc4)c3cc12,-5%,3%,i,1%,-8%,-0.3,2.6%,0%,-4%
CC1CCN(C(=O)CN2c3cccc4cccc(c34)S2(=O)=O)CC1,7%,-13%,i,-5%,4%,-1.3,-0.2%,-17%,14%
Cc1cccc(N2CCN(C(=O)C3CCCN(C(=O)c4cc5sccc5n4C)C3)CC2)c1C (stereo not given),?,-3%,·,·,-30%,·,-0.7%,?,-6%
COC(=O)c1ccccc1NC(=O)CSc1ccccn1,-5%,-8%,i,-1%,0%,-2.4,6.6%,-10%,-23%
N#CCC(=O)N/N=C1\CCCCC1C1CCCCC1 (stereo not given),-5%,1%,i,2%,-8%,-1.1,0.2%,-13%,3%
COc1ccc(C(CC(=O)NCc2ccco2)c2ccc(F)cc2)cc1 (stereo not given),0%,-18%,·,3%,-12%,0.1,-0.7%,1%,12%
CCc1ccc(-c2cc(C)no2)cc1S(=O)(=O)N1CCOc2ccc(C)cc21,?,2%,i,0%,-9%,-1.2,3.3%,13µM*,7%
CCNc1ccc(S(=O)(=O)N(C)C)cc1NCC(=O)Nc1ccccc1F,0%,3%,i,-3%,-20%,-0.5,-0.5%,?,-18%
O=C1CC(N2CCC(C(=O)N3CCCCC3)CC2)C(=O)N1 (stereo not given),-1%,2%,i,1%,-23%,0.5,-0.8%,·,-1%[9.22 µM]
Cc1ccc(S(=O)(=O)N2CCN(C(=O)c3cc(S(=O)(=O)N(C)C)ccc3N3CCCC3)CC2)cc1,-1%,12%,i,-1%,0%,-0.1,0.0%,-2%,3%
CN(Cc1ccccc1)C(=O)COC(=O)c1cc(=O)c2ccccc2o1,2%,2%,i,1%,0%,-1.3,1.3%,19%,2%
O=C(c1cccc(F)c1)N(Cc1nc2ccccc2c(=O)[nH]1)C1CCCC1,?,-20%,i,-12%,-37%,-0.1,-0.5%,-11%,-2%
Cc1nn(C)c2c1c(-c1ccccc1)cc(=O)n2Cc1ccccc1C#N,?,6%,·,·,-11%,·,8.9%,-27%,-14%
CC(=O)c1csc(Nc2ccccc2Cl)n1,8%,-4%,i,-3%,-12%,0.6,2.3%,?,-22%
CC1(C(=O)NCc2ccc(F)c(F)c2)Cc2c(-c3ccccc3)ccnc2O1 (stereo not given),10%,·,i,·,-21%,-0.4,-0.2%,·,5%
Cc1ccc(CN2CCC(CO)(CC3CCCCO3)CC2)o1 (stereo not given),?,1%,i,2%,-5%,0.9,-0.6%,16%,-11%
COc1ccc(-c2nc(CS(=O)(=O)CC(=O)Nc3ccc(Cl)cc3)c(C)o2)cc1,-23%,-1%,i,1%,-53%,0.5,0.4%,-20%,1%
O=C(Nc1cccc(F)c1)c1ccc(CSc2ccccc2)o1,2%,8%,i,1%,-9%,-2.5,8.0%,?,13%
Cc1ccc(CSc2nnc(C)c(=O)[nH]2)cc1,-1%,27%,i,4%,-5%,1.3,-0.3%,1%,-21%
CCOC(=O)C1CCN(C(=O)COC(=O)c2c(C)c(CC)nc3ccccc23)CC1,-38%,5%,i,0%,0%,-0.3,0.2%,0%,-4%
CCSc1nnc(NC(=O)C2CC=CCC2C(=O)O)s1 (stereo not given),-3%,-9%,i,0%,2%,-1.9,0.7%,-9%,16%
Cc1ccc2c(c1)N(C(=O)CCC(=O)N1CCC(C(N)=O)CC1)CCO2,11%,-1%,i,-3%,-5%,1.1,-0.6%,12%,-2%
O=C(O)C[C@H]1c2ccccc2S(=O)(=O)N1C1CCCC1,0%&23%,-2%,i,·,1%&13%,2.5,0.6%,10%,9%
NC(=O)Cn1c(S(=O)(=O)Cc2ccccc2)nc2ccccc21,-10%,-7%,i,·,0%,2.1,5.0%,-10%,1%
COc1ccccc1N1CCN(C(=O)c2nn(-c3ccc(C)cc3)c(=O)n(C)c2=O)CC1,-8%,0%,·,·,7%,·,0.4%,·,-5%
ClC(Cl)(Cl)C1=NCc2nnn(Cc3ccccc3)c2N1,-27%,·,i,·,-3%,0.6,-0.5%,·,-8%
O=C(c1cccc(S(=O)(=O)NCCOc2ccccc2)c1)N1CCN(c2ncccn2)CC1,19%,0%,i,-1%,1%,1.8,0.1%,·,-4%
Cc1oc(-c2ccccc2)nc1C(=O)OCC(=O)NC(=O)NCC(C)C,-6%,2%,i,1%,10%,0.1,-0.1%,12%,0%
Cn1c(=O)c2cc(NC(=O)NCCc3cccs3)ccc2n1-c1ccc(C(C)(C)C)cc1,19%,·,i,·,3%,1.6,0.7%,·,7%
CC(=O)Nc1c(C(=O)N2CCN(c3ccccn3)CC2)cnn1-c1ccc(C)cc1,0%,10%,i,-1%,-34%,0.4,-0.6%,4%,-7%
COc1cccc(/C=N\NC(=O)c2sc(N)nc2C)c1OC,-1%,-10%,i,-2%,-6%,-1.3,1.0%,-18%,-21%
CC(C)[C@H](CO)Nc1nc(Nc2ccc(Cl)c(C(=O)O)c2)c2ncn(C(C)C)c2n1,0%,8%,i,0%,-3%,-3.1,-0.2%,20%,0%
CCCN(CC1CC1)c1nc(C)nc(Nc2c(Cl)cc(Cl)cc2Cl)c1Cl,1%,17%,i,·,-32%,-2.7,-0.9%,3%,-35%
CCC(C)(c1nnnn1-c1c(C)cccc1C)N(N=O)c1ccccc1Cl (stereo not given),?,0%,i,3%,-14%,-6.4,-0.5%[9.22 µM],?,10%
COc1ccc(NC(=O)CN(c2ccc(C)cc2)S(C)(=O)=O)c(OC)c1,5%,2%,i,-2%,2%,-1.8,0.8%,7%,6%
O=C(CSc1nnc(-c2c[nH]c3ccccc23)o1)c1ccccc1,16%,-5%,i,-2%,0%,-0.4,0.6%,25%,18%
CC(C)(C)OC(=O)N[C@@H](Cc1ccccc1)C(=O)N1CCC(C(=O)N[C@@H](CCC(N)=O)C(=O)O)CC1,0%,1%,i,-1%,11%,2.6,-0.2%,2%,-13%
Cc1cccc(OCCn2c(-c3ccc(Cl)cc3)nc3ccccc3c2=O)c1,1%,4%,·,·,-9%,·,0.0%,24%,-18%
O=C(O)c1cnc(-c2ccccc2)nc1Oc1ccccc1,-10%,5%,i,3%,-2%,2.7,1.7%,-7%,5%
NNC(=O)CS(=O)(=O)c1ccc(Cl)cc1,-7%,-1%,i,1%,3%,0.1,-0.9%,17%,1%
CCOCCCNCc1ccc(OC)cc1,3%,12%,i,-2%,0%,-2.2,-0.4%,6%,4%
O=S(=O)(c1ccc(Cl)cc1)N1CCN(Cc2ccncc2)CC1,12%,4%,i,-1%,-12%,0.4,0.1%,-18%,3%

# Single records (already shown):
# CCOCCCNCc1ccc(OC)cc1 is listed with TGFb inhibitor = 3%; A549 tox = 12%; pAkt inh = i; MmCpn inh = -2%; HepG2 tox = 0%; CCT chaperon mod = -2.2; Nrf2 activator = -0.4%; Nrf2 block = 6%; Abeta rescue = 4%
# O=S(=O)(c1ccc(Cl)cc1)N1CCN(Cc2ccncc2)CC1 is listed with TGFb inhibitor = 12%; A549 tox = 4%; pAkt inh = i; MmCpn inh = -1%; HepG2 tox = -12%; CCT chaperon mod = 0.4; Nrf2 activator = 0.1%; Nrf2 block = -18%; Abeta rescue = 3%

# Remaining list, next part:
SMILES,TGFb inhibitor,A549 tox,pAkt inh,MmCpn inh,HepG2 tox,CCT chaperon mod,Nrf2 activator,Nrf2 block,Abeta rescue
CCn1cc(C(=O)NCCc2ccccc2)c(=O)c2cc(S(=O)(=O)N3CCOCC3)ccc21,6%,3%,·,·,-14%,·,0.1%,12%,-11%
CCCCn1c(N)c(N(CC(C)C)C(=O)CSCc2c(C)noc2C)c(=O)[nH]c1=O,0%,-1%,i,-4%,-2%,-0.9,-1.4%,-1%,14%
COc1cc(NC(=O)CN2C(=O)NC3(CCOc4ccccc43)C2=O)cc(OC)c1 (stereo not given),-14%,-1%,i,3%,-10%,-0.8,2.0%,-3%,-8%
COc1ccc(OCc2cc(C(=O)N3CCN(C4CCCC4)CC3)no2)c(Cl)c1,5%,-4%,i,2%,-27%,-1.5,4.7%,?,21%
COc1cccc(/C=C/C(=O)Nc2ccc3nc4n(c(=O)c3c2)CCCC4)c1OC,0%,2%,i,-2%,-43%,1.6,2.8%,?,-1%

# Screening results: PubChem BioAssay, National Center for Advancing Translational Sciences (NCATS)
